West Nile antiviral = West Nile virus antiviral activity, cell-based, CPE readout (AID 1621); West Nile virus-infected cells, CPE inhibition; higher % means a stronger effect; CPE inhibition, % at 10 µM, or IC50 in µM where a hit was titrated; 0.02% of 290,000 active; in the data active = a potency from the dose series; inconclusive = CPE inhibition mostly from about 3.7% at the one dose, without a potency; inactive = the rest, 99 in 100 with CPE inhibition below about 2.2%; note: strong numbers were not always called active
NTR1 agonist = agonists of NTR1, primary screen, imaging, U2OS cells, beta-arrestin-GFP, high content (AID 493036). activation, % at 20 µM. Neurotensin receptor type 1 (Homo sapiens), P30989. NTR1-U2OS beta-arrestin-GFP spot imaging, agonist mode. 0.17% of 330,000 active;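 active = activation at or above 40% of the spot to cytoplasm intensity ratio, with at least 20 cells analyzed; inconclusive = wells under 20 cells, flagged as cytotoxic or low count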;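 note: 0% = DMSO without peptide and 100% = 100 nM NTR1 peptide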
Target sequence (P30989 whole entry, looked up): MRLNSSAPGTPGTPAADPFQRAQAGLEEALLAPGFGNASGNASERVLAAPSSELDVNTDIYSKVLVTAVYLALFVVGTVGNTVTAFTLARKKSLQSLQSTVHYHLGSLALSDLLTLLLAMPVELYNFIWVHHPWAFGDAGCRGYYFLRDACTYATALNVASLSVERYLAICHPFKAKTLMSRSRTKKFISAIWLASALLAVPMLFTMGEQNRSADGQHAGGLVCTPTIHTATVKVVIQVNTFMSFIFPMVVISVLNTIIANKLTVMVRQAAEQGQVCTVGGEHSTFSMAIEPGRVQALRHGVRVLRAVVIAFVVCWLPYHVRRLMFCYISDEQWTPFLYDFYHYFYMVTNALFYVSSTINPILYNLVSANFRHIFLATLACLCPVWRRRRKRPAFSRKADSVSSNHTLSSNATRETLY
PhoP inhibition = inhibitors of PhoP regulon expression, primary screen, Salmonella Typhimurium, GFP reporter (AID 1863); inhibition, % at 50 µM; hits with a dose series show IC50 in µM; 0.16% of 300,000 active; S. Typhimurium PhoP-regulated promoter GFP reporter, 4 h; higher % means a stronger effect;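 active = inhibition over 29.93%, a cutoff 3 SD above the screen mean, later confirmed by dose response; inconclusive = inhibition over 29.93% but no dose response follow-up; inactive = inhibition at most 29.93% or unconfirmed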;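 note: 0% = low Mg2+ inducing control and 100% = high Mg2+ repressing control; strong numbers were not always called active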
MgcRacGAP inhibition = MgcRacGAP GTPase-activating activity inhibitors, confirmation, biochemical, ADP Hunter fluorescence; 0.6% of 340,000 active; MgcRacGAP-stimulated Rac1 GTP hydrolysis, ADP Hunter fluorescence; higher % means a stronger effect; GST-tagged Rac1 F28L mutant substrate; AID 624330, 2012; inhibition, % at 30 µM; hits with a dose series show IC50 in µM;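 active = first-screen hits whose inhibition reached a set limit at any dose in the follow-up dose series; inconclusive = inhibition above the set first-screen limit but never retested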;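 note: fluorescence reports GDP produced by GAP-driven GTP hydrolysis; strong numbers were not always called active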
T cell HTS = modulators of CD8 T cell-vesicle binding, primary screen, mouse 2C CD8+ T cells, flow cytometry | 2C CD8+ T cell-vesicle binding; stronger effect = lower value | calls only at 7 µM | 0.068% of 330,000 active | AID 2052, 2009;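 active = response, share of CD8 T cells binding vesicles, and their 90th percentile fluorescence all below set limits, cut at about 80% in these data, passing the limit was not always enough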
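material = purified 2C TCR transgenic mouse naive CD8+ T cells | controls = Unloaded micro-vesicles (low), QL9 vesicles with 0.7% DMSO (high) | detection = cytometric PE anti-B7-1 and Alexa647 anti-CD8 signals after 1% paraformaldehyde fixation | incubation = binding step 1.5 h, 37 °C, antibody labelling 20 min, ice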
Large T inhibition = SV40 large T antigen inhibitors, biochemical (AID 1903); SV40 large T antigen ATPase/helicase inhibition assay; higher % means a stronger effect; inhibition, % at 20 µM; hits with a dose series show IC50 in µM; 0.39% of 310,000 active; in the data active = a potency from the dose series; inconclusive = inhibition mostly from about 32% at the one dose, without a potency; inactive = the rest, 99 in 100 with inhibition below about 32%; note: strong numbers were not always called active
Dengue-2 NS5 capping = Dengue-2 NS5 methyltransferase inhibitors, primary screen, biochemical, confirmation dose response (AID 588689); 0.3% of 340,000 active; Dengue-2 NS5 methyltransferase capping enzyme assay, biochemical; higher % means a stronger effect; Genome polyprotein (Dengue virus type 2 (strain 16681-PDK53)); inhibition, % at 25 µM, or IC50 in µM where a hit was titrated; in the data active = a potency from the dose series; inconclusive = inhibition above about 29% without an active follow-up result
RSV CPE inhibition = RSV antiviral activity via CPE protection, HEp-2 cells, primary 10 µM value included (AID 2391); HEp-2 cells, RSV-induced CPE inhibition; higher % means a stronger effect; one-dose CPE inhibition, % at 10 µM; IC50 in µM for titrated hits; 0.13% of 310,000 active; in the data active = a potency from the dose series; inconclusive = CPE inhibition mostly from about 23% at the one dose, without a potency; inactive = the rest, 99 in 100 with CPE inhibition below about 21%; note: strong numbers were not always called active
K1F lysis inhibition = inhibition of K1F phage lysis, E. coli UTI89, bacterial capsule biogenesis inhibitors, alamar blue (AID 488966). E. coli UTI89 K1F phage lysis, alamar blue, 2 h; higher % means a stronger effect. inhibition, % at 100 µM; hits with a dose series show IC50 in µM. 0.02% of 340,000 active;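 active = phage lysis inhibition, versus mean bacterial control, above a set limit; inconclusive = no clear call, values can overlap the other calls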;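 note: capsule biogenesis inhibitors block K1F phage lysis so surviving cells raise fluorescence; higher fluorescence means more inhibition of phage lysis; actives were called in the ten point dose series up to 300 µM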
T cell HTS vesicle-bound % = recorded beside T cell HTS, whose call it bears; double positive events, %; measured here: CD8+ vesicle-bound cell fraction;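 binding gate set so that unloaded-vesicle control wells show 10% double positive cells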
NTR1 agonist cell count 20 µM = recorded beside NTR1 agonist, whose call it bears; cell count; measured here: cell count, cytotoxicity flag
The depositor's hits bear a star; i = inactive; ? = inconclusive; / = no result given; [ ] = remark or other dose.

SMILES | West Nile antiviral | NTR1 agonist | NTR1 agonist cell count 20 µM | PhoP inhibition | MgcRacGAP inhibition | T cell HTS | T cell HTS vesicle-bound % | Large T inhibition | Dengue-2 NS5 capping | RSV CPE inhibition | K1F lysis inhibition
O=[N+]([O-])c1ccc2nc(-c3ccc(Cl)cc3)n(OCc3ccccc3)c2c1 | / | 11 | 87 | -11% | 2% | i | 47 | 8% | 4% | 12% | -0.5%
COCCn1c(SCC(=O)Nc2ccc(C(C)=O)cc2)nc2c([nH]c3ccccc32)c1=O | 1.2% | 0.8 | 65 | -4% | 10% | i | 10 | 14% | -9% | 4.4% | -0.1%
NNC(=O)CNC(c1ccccc1)c1cc(Br)ccc1NC(=O)c1cccc(Cl)c1 (stereo not given) | -1.9% | 0.6 | 54 | -7% | 9% | i | 38 | 5% | -8% | 3.0% | 7.8%
Nc1[nH]nc2c1NN(c1ccc(Cl)cc1Cl)N2 | 0.5% | -0.5 | 43 | -5% | 0% | i | 46 | 19% | 0% | 1.2% | -1.0%
CC1(C)Oc2ccc3ccc(=O)oc3c2/C(=C/N)C1=O | 2.2% | -5.2 | 86 | -5% | 5% | i | 25 | 5% | 1% | 4.5% | 0.0%
O=C(CC1C(=O)NCCN1Cc1cccc(Oc2ccccc2)c1)NCCc1cnccn1 (stereo not given) | 0.7% | 3.0 | 56 | -5% | 2% | i | 60 | 11% | 1% | 1.4% | 0.7%[50 µM]
CCOC(=O)c1c(NC(=O)CSc2nnc(-c3ccncc3)n2Cc2ccco2)sc(C)c1C | -0.5% | 3.9 | 66 | 15% | 5% | i | 39 | 6% | -2% | 6.2% | 2.2%
COc1ccc(C(=O)Nc2ccc(S(=O)(=O)N3CCOCC3)cc2)cc1OC | 0.1% | -1.0 | 39 | 8% | 14% | i | 29 | 3% | -1% | -2.0% | 0.1%
COc1cc(OC)cc(C(=O)Oc2c(CN3CCOCC3)cc(Cl)c3cccnc23)c1 | ? | 2.3 | 53 | -4% | 8% | i | 10 | 10% | -4% | 0.0% | 0.0%
Cc1nn(CCCC(=O)NCCc2ccccc2)c(C)c1[N+](=O)[O-] | -1.2% | -0.1 | 62 | 12% | 14% | i | 12 | 12% | 5% | 0.8% | 0.1%
Cc1cccc(CN2CCN(C(=O)CCc3nnc(C4CCCCC4)o3)CC2)c1 | -0.2% | 0.0 | 79 | -2% | -7% | i | 52 | 0% | -1% | -0.1% | -0.4%
O=C(Cn1cnc2ccccc21)N1CCN(S(=O)(=O)c2ccccc2)CC1 | -1.5% | 0.9 | 38 | -4% | 9% | i | 8 | 6% | -7% | 3.2% | -0.7%
OCC[C@@H]1C[C@H](O)[C@@H](O)[C@]2(CCCO2)O1 | 0.4% | -2.8 | 90 | / | 6% | i | 39 | 8% | 2% | -0.2% | 1.1%
O=C(O)CN1C(=O)C2C3CC(C2C1=O)C1C(c2ccccc2)c2sc(=O)[nH]c2SC31 (stereo not given) | 0.7% | -1.2 | 61 | -5% | 13% | i | 44 | 15% | 12% | 0.3% | -1.1%
Nc1ccc(C(=O)N/N=C\C=C\c2cccc([N+](=O)[O-])c2)cc1 | 0.9% | 0.4 | 88 | -4% | 7% | i | 17 | 7% | -9% | 0.3% | 0.0%
COc1ccc(C2NC(=S)NC(C)=C2C(=O)Nc2ccccn2)cc1 (stereo not given) | 0.1% | 0.4 | 60 | 1% | 6% | i | 59 | 5% | -4% | 3.3% | -0.2%
CCOC(=O)c1c(NC(=O)CSc2nnnn2-c2ccccc2OCC)sc2c1CC(C)(C)NC2(C)C | / | 25 | 42 | 3% | 4% | i | 51 | 8% | 3% | -1.0% | 0.6%[50 µM]
O=C(CCCOc1ccc(Cl)cc1Cl)N1CCc2ccccc2C1 | -0.2% | 2.1 | 53 | 5% | 14% | i | 42 | -6% | -6% | ? | 0.2%
CCc1nnc(NS(=O)(=O)c2ccc(NCc3ccccc3O)cc2)s1 | 0.1% | 1.5 | 48 | -1% | -1% | i | 26 | 4% | -2% | 2.1% | 0.1%
O=C1CN(C(=O)c2ccccc2)C(c2ccc(F)cc2)c2cc(Br)ccc2N1 (stereo not given) | -0.9% | -0.4 | 66 | 9% | 10% | i | 63 | 5% | 0% | 2.0% | 0.1%
Cc1ccc(CN2CCN(Cc3cnc(C)[nH]3)CC2CCO)cc1 (stereo not given) | 0.6% | 0.7 | 49 | 4% | 7% | i | 46 | 22% | -5% | -1.6% | 3.4%
O=C(CC1NCCNC1=O)Nc1ccccc1 (stereo not given) | 0.3% | -0.8 | 35 | -5% | -9% | i | 29 | 3% | -9% | 1.5% | -0.6%
Cc1ccc(N(Cc2ccc(C(=O)Nc3c(C)n(C)n(-c4ccccc4)c3=O)cc2)S(C)(=O)=O)cc1C | 0.1% | 2.2 | 39 | -2% | 3% | i | 64 | 9% | -7% | 2.3% | 0.0%
CC(NC(=O)COC(=O)[C@@H]1CCCN1S(=O)(=O)c1ccccc1F)C12CC3CC(CC(C3)C1)C2 (stereo not given in full) | 1.1% | 16 | 50 | -6% | 8% | i | 42 | 6% | 4% | 3.7% | 0.9%
O=C(NCC1CCCO1)c1ccc(NS(=O)(=O)c2ccccc2)cc1 (stereo not given) | 1.3% | 0.7 | 42 | -4% | -4% | i | 22 | 7% | -1% | 1.6% | -1.1%
The list goes on:
SMILES | West Nile antiviral | NTR1 agonist | NTR1 agonist cell count 20 µM | PhoP inhibition | MgcRacGAP inhibition | T cell HTS | T cell HTS vesicle-bound % | Large T inhibition | Dengue-2 NS5 capping | RSV CPE inhibition | K1F lysis inhibition
Cc1cccc(C)c1NC(=O)C1(NC(=O)C2CCC(=O)N2)CCCCC1 (stereo not given) | -0.1% | -0.9 | 45 | -3% | 5% | i | 28 | 13% | 1% | 1.8% | 4.6%
N#Cc1cccc(NC(=O)CSc2ccc3c4c(cccc24)C(=O)c2ccccc2-3)c1 | 2.5% | / | / | -15% | 5% | i | 59 | 19% | ? | ? | 0.3%
Cc1ccccc1NS(=O)(=O)c1nnc(NC(=O)c2ccc(Cl)cc2)s1 | 0.1% | -3.9 | 47 | / | 7% | i | 44 | / | -3% | 5.7% | -1.5%
Cc1ccc(CCNC(=O)c2ccc(CS(=O)(=O)Cc3ccccc3F)o2)cc1 | 0.5% | 1.4 | 76 | 15% | 10% | i | 34 | 6% | -13% | / | 6.5%
Cc1noc(C)c1COc1ccccc1C(=O)NCc1ccccc1Cl | / | 0.4 | 67 | 4% | -1% | i | 46 | 11% | -7% | 9.8% | 1.2%[50 µM]
Cc1ccc(NC(=O)c2cnc(N3CCN(c4ccccn4)CC3)c3ccccc23)c(Br)c1 | 0.1% | / | / | -10% | 1% | i | 22 | 5% | -3% | 22% | -0.8%
CCCCC(=O)Nc1nc(C)c(C(C)=O)s1 | 1.3% | -2.4 | 66 | 0% | -3% | i | 16 | 4% | -4% | 1.4% | -0.8%
Cc1c(-c2ccccc2)cnc2c(C)cccc12 | / | 6.1 | 52 | / | 12% | i | 29 | 7% | 2% | / | 0.2%
COc1ccc(NC(=S)N(CCc2c(C)[nH]c3ccccc23)Cc2ccco2)cc1 | / | -0.5 | 53 | -6% | 6% | i | 29 | 6% | -1% | 2.0% | -0.5%
Cc1cc(NC(=O)Cn2ccsc2=N)c([N+](=O)[O-])cc1C | -0.6% | 0.4 | 51 | 8% | -15% | i | 21 | 4% | -5% | 2.4% | -0.6%
CCCn1c(CNS(=O)(=O)c2ccc(C)cc2)nc2ccccc21 | -0.5% | -1.6 | 50 | 8% | 2% | i | 42 | 0% | -1% | 2.4% | 2.1%
CC(C)N(C(=O)COC(=O)[C@@H]1CC(O)CN1S(=O)(=O)c1ccccc1[N+](=O)[O-])C(C)C (stereo not given in full) | -0.6% | 3.1 | 80 | 14% | 11% | i | 36 | 12% | 3% | 2.1% | 1.4%[50 µM]
O=C(C(Cc1ccccc1)n1cccc1)N1CCCCCC1 (stereo not given) | -0.3% | -1.6 | 51 | 0% | 4% | i | 12 | 14% | -7% | -1.1% | 2.1%
O=C1CN(C(=O)COC(=O)CCc2ccccc2O)c2ccccc2N1 | / | 1.4 | 64 | / | 2% | i | 45 | / | -10% | / | 0.0%[50 µM]
CCCCc1nc(SCCN2CCOCC2)c2c(=O)n(C)c(=O)n(C)c2n1 | -0.5% | 8.8 | 54 | 1% | -4% | i | 45 | 4% | -4% | -1.5% | 0.0%
COc1ccnc(Oc2ccccc2)c1C#N | 0.0% | 0.5 | 55 | -5% | 6% | i | 32 | 2% | -1% | 4.2% | 0.8%
Nn1c(COc2ccccc2F)nnc1SCC(=O)NC1CCCC1 | -0.3% | 1.5 | 50 | -6% | 5% | i | 61 | 5% | -8% | 0.7% | 0.2%
CCc1ccccc1OCC(=O)OCC(=O)c1c(N)n(C)c(=O)n(C)c1=O | 0.5% | 5.9 | 44 | 8% | -3% | i | 45 | -1% | -2% | -0.8% | -0.3%
CN(Cc1ccccn1)C(=O)CC1C(=O)NCCN1Cc1ccc(F)cc1Cl (stereo not given) | 0.1% | -0.9 | 43 | 5% | 5% | i | 21 | 3% | 0% | -0.1% | -0.2%
O=C(COC(=O)Cc1c(Cl)cccc1Cl)NCCC1=CCCCC1 | -0.2% | -1.5 | 60 | 2% | 2% | i | 48 | 13% | -8% | 2.0% | 0.1%[50 µM]
O=C(Nc1c(Cl)ccc2nsnc12)c1cccnc1 | -0.3% | -0.3 | 98 | 17% | 8% | i | 38 | 19% | -4% | 1.4% | 0.1%
O=C(NC1CCN(C(=S)Nc2ccccc2)CC1)C1CCCCC1 | -0.4% | 8.2 | 55 | -3% | 8% | i | 21 | 8% | -2% | 2.5% | -0.2%

3 compounds already listed, sorted by the number in Large T inhibition, descending.
canonical_smiles	West Nile antiviral	PhoP inhibition	MgcRacGAP inhibition	T cell HTS	T cell HTS vesicle-bound %	Large T inhibition	Dengue-2 NS5 capping	RSV CPE inhibition
O=C(Nc1c(Cl)ccc2nsnc12)c1cccnc1	-0.3%	17%	8%	i	38	19%	-4%	1.4%
Cc1noc(C)c1COc1ccccc1C(=O)NCc1ccccc1Cl	/	4%	-1%	i	46	11%	-7%	9.8%
Nn1c(COc2ccccc2F)nnc1SCC(=O)NC1CCCC1	-0.3%	-6%	5%	i	61	5%	-8%	0.7%

Source: PubChem BioAssay (several laboratories)
